# Compound activity: PubChem, several laboratories
# Ba/F3 V617F tox – lowers viability of Ba/F3 cells expressing EpoR and JAK2V617F; AID 1446; ATP luminescence; 220,000 tested, 1.1% active; inhibition, % at 5.6 µM;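 active means inhibition above the campaign mean plus 3 SD over all tested compounds, cut at about 24% in these data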;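 further: cytokine-independent growth of Ba/F3 cells driven by EpoR plus mutant JAK2; 0% = DMSO-treated cells and 100% = JAK inhibitor I control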
# CHOP inh – blocks CHOP induction under ER stress. 220,000 tested, 3.8% active. CHO-K1 CHOP-promoter luciferase, tunicamycin-induced, 15-18 h. AID 2732. inhibition, % at 10 µM;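 active means compounds that reduced the stress-induced luciferase reporter signal by more than about 70% of percent inhibition, limit read from the data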;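 further: 0% = tunicamycin plus vehicle and 100% = wells without tunicamycin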
# BaF3 tox – counter-screen for JAK2V617F inhibitors: parental Ba/F3 viability inhibitors. CellTiter-Glo ATP luminescence. inhibition, % at 5.6 µM. 220,000 tested, 1.1% active. AID 1486;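 active means inhibition above a per-campaign cutoff, the mean inhibition of all tested compounds plus 3 SD, cut at about 27% in these data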;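 further: 0% = DMSO wells and 100% = JAK Inhibitor I control wells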
# RBBP9 inh – human RBBP9 hydrolase inhibition. recombinant RBBP9, FP-Rh probe fluorescence polarization. inhibition, % at 7.94 µM. O75884. 220,000 tested, 0.2% active;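 active means inhibition above the campaign mean of all tested compounds plus 3 SD, cut at about 14% in these data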;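 further: plate controls were DMSO wells with RBBP9 for no effect and wells lacking RBBP9 protein for full effect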
# Target sequence (O75884 whole entry, looked up): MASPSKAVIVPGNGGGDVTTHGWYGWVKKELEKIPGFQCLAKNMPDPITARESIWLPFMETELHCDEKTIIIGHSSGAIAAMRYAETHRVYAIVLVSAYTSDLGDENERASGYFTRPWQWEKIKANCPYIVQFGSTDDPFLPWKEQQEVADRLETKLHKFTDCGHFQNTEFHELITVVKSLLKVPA
#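 Measured by – fluorescence polarization · Test system – RBBP9 protein · Input – 2.5 µM RBBP9 dispensing solution, before mixing · Measure – percent inhibition from mP, scaled between DMSO and no-protein wells · Benchmarks – DMSO-treated enzyme wells and wells lacking RBBP9 · Times – preincubation 30 min plus labeling 45 min at 25 °C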
# zfTRPN1 agonist – agonists of zebrafish TRPN1 channel; HEK293 zebrafish TRPN1-YFP, Fluo-8 calcium fluorescence; 100% = response to 87 µM carbachol; AID 1424; activation, % at 3 µM; 220,000 tested, 0.18% active;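 active means activation above its plate's cutoff, the mean activation of test wells on that plate plus 3 SD, cut at about 19% in these data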;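 further: 0% = DMSO alone and 100% = 87 µM carbachol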
#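 Material – zebrafish TRPN1-YFP in HEK293 cells · Doses – 3 µM single point · Schedule – dye 1 h 37 °C plus 30 min RT · Signal – Fluo-8 calcium fluorescence, excitation 470-495 nm, emission 515-575 nm · Read-out – % activation versus carbachol response · Control set – carbachol high, DMSO low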
# TRPML3 agonist – activates the human TRPML3 channel; HEK293 TRPML3-YFP, Fluo-8 calcium fluorescence; 100% = the carbachol control signal; Q8TDD5; activation, % at 3 µM; 220,000 tested, 0.29% active; AID 1448;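 active means activation above its plate's cutoff, the mean activation of the plate's test wells plus 3 SD, cut at about 12% in these data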;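 further: 0% = DMSO only wells and 100% = carbachol wells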
# Target sequence (Q8TDD5 whole entry, looked up): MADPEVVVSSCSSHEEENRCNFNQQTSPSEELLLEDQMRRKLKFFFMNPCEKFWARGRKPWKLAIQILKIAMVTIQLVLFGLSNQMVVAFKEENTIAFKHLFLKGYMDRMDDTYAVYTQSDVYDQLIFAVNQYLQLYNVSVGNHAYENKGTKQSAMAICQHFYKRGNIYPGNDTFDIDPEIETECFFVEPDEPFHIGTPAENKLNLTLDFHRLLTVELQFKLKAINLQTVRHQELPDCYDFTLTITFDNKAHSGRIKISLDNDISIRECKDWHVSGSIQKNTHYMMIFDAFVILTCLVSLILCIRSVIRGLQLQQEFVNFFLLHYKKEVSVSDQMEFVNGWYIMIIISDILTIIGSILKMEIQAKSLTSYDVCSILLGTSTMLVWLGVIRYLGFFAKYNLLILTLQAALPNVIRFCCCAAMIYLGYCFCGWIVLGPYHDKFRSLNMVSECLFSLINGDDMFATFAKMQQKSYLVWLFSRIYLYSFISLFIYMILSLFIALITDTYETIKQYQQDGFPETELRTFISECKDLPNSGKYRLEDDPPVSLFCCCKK
#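 system = HEK293 cells stably carrying human TRPML3-YFP | doses = one concentration, 3 µM nominal, 0.3% DMSO | timing = dye loading 1 h 37 °C then 30 min ambient, 125 s read | detection = Fluo-8 calcium dye fluorescence, ex 470-495, em 515-575 nm | benchmarks = high control carbachol 87 µM, low control DMSO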
# Wee1 degr inh – blocks degradation of human Wee1 kinase. HeLa Luc-Wee1K328M stability, luciferase luminescence; 100% = proteasome inhibitor MG132 effect. AID 1321. P30291. reporter increase, % at 5 µM. 220,000 tested, 1.2% active;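 active means activation above the mean of all tested compounds plus 3 SD, set per screening run, cut at about 8.8% in these data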;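 further: cells exposed to compound for 20 h before luminescence read; 0% = DMSO alone and 100% = MG132 at 30 µM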
# PPC-1+TRAIL kill – kills PPC-1 cancer cells in the presence of TRAIL; AID 1443; 220,000 tested, 0.41% active; cell killing (% activity), % at 4 µM; PPC-1 cells + TRAIL, ATPLite viability luminescence;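 active means cell killing above 50% in the first pass at 4 µM, then a duplicate retest at 5 µM averaging 50% or more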;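 further: plate controls were cells with TRAIL plus DMSO for no effect and medium-only wells lacking cells for full effect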
# TNF necrop inh – blocks TNF-alpha induced death of Jurkat FADD-/- cells. AID 463075. activation (protection from cell death), % at 10 µM. Jurkat FADD-/- TNF necroptosis rescue, ATP luminescence, 24 h; 0 = TNF only, 100 = no-TNF cells. 220,000 tested, 0.068% active;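 active means activation, meaning protection from cell death, of at least 50% relative to plate controls; inactive means activation below 50%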;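 further: necroptosis triggered by 40 ng/mL TNF-alpha added together with compound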
# Numbers without * were called inactive; nt = not tested or not shown.
SMILES,Ba/F3 V617F tox,CHOP inh,BaF3 tox,RBBP9 inh,zfTRPN1 agonist,TRPML3 agonist,Wee1 degr inh,PPC-1+TRAIL kill,TNF necrop inh
CCOC(=O)c1c(CN2CCN(CCO)CC2)n(-c2ccccc2)c2cc(Br)c(O)cc12,13,10,9,2,3.8,1.2,-2,1,-3.7
O=C(N/C(=C/c1ccc(Cl)cc1)C(=O)N1CCCC1)c1ccccc1,2,3,-3,2,2.8,0.1,4,16,-1.9
CSc1nc(-c2ccccc2)nc2[nH]ccc(=O)c12,-1,nt,3,-5,1.1,-0.4,2,nt,-2.7
CCC(=O)n1nc(-c2ccc(Cl)cc2)nc1N,-1,34,12,-10,-3.2,0.5,1,0,-0.2
CN1CCN(C(=O)C23CC4CC(C2)CC(c2ccccc2)(C4)C3)CC1,3,-4,8,0,0.6,1.2,0,21,3.5
COc1ccc(CCN(C(=O)C(F)(F)F)C(C(=O)NC2CCCC2)c2cccs2)cc1 (stereo not given),-2,80*,-4,5,-0.5,-1.2,3,16,-1.9
CN1C(=O)/C(=C/c2coc3ccc(O)cc3c2=O)SC1=S,0,4,-5,3,1.4,0.4,-2,16,-15
COC(=O)c1ccc(C(=O)N(CCN(C)C)c2nc3c(Cl)cccc3s2)cc1,0,47,1,9,0.4,2.1,3,23,2.9
CCn1nc(C(=O)N2CCN(Cc3ccc4c(c3)OCO4)CC2)c2ccccc2c1=O,-3,30,2,-6,1.3,-0.1,2,21,0.5
CS(=O)(=O)N1CCN(c2ccccc2NC(=O)c2ccc(-c3ccc(Cl)cc3Cl)o2)CC1,-1,-20,4,-5,1.6,0.3,3,4,-0.9
CCN1CC(CN(C)Cc2nc(COc3ccccc3)no2)CC1=O (stereo not given),-1,-1,-1,13,1.0,1.0,1,-8,0.2
CCOCCCn1c(SCC(=O)NCc2ccc3c(c2)OCO3)nc2ccccc2c1=O,1,-9,-2,-6,-0.7,-0.1,0,-18,0.6
CC1(C)Cc2c(sc3c2c(N)nc(=S)n3Cc2ccccc2)CO1,-2,0,0,-5,0.0,-0.4,-4,12,-0.1
CN1/C(=C\C=C2/SC(=S)N(CC(=O)O)C2=O)C(C)(C)c2ccccc21,-3,14,9,-313,41*,12*,-2,14,-4.8
CCCCn1c(=NC(=O)c2ccco2)c(C(=O)OCC)cc2c(=O)n3ccccc3nc21,4,12,5,-1,-0.4,0.0,-2,6,-1.9
O=C(Nc1ccc(Cl)cc1)ON=C1CCCC1,-7,14,1,-3,0.6,0.2,1,-5,0.4
Cc1nn(Cc2ccc(C(=O)NN)cc2)c(C)c1Cl,-1,7,1,-14,-1.3,-0.3,0,1,8.1
CC1CN(c2ncnc3c2cnn3-c2ccc(Cl)cc2)CC(C)O1 (stereo not given),-2,38,2,-7,0.8,0.6,0,35,2.1
C=CCn1c(SCC(=O)N2CCOCC2)nc2sc3c(c2c1=O)CCCC3,5,26,10,1,1.5,-0.1,0,-17,-2.0
O=C(N/N=C/c1ccc([N+](=O)[O-])o1)c1cc(-c2cccc(Br)c2)nc2ccccc12,7,60,7,-13,-0.4,-0.2,-3,4,-8.5
COc1cc(-c2cc(=O)c3c(O)c(OC)c(OC)c(O)c3o2)ccc1O,1,66,-6,2,0.0,0.5,-1,22,-6.8
O=C(Cn1nnc(-c2ccccc2NC(=O)c2ccccc2F)n1)NCc1ccco1,-1,26,3,-6,0.9,0.2,-2,-7,0.5
N#CC1C(C#N)N2CCCN2C1c1ccc(Cl)cc1 (stereo not given),-1,8,7,-10,0.4,1.0,-2,3,-0.6
COc1ccc(-n2c(COc3ccc(C)cc3)nnc2SCc2ccc(C#N)cc2)cc1,1,15,6,-11,2.6,1.4,-1,13,0.4
Cc1cc(C)nc(NC2=NCC(=O)N2c2ccccc2)n1,1,40,3,-3,-0.6,0.6,-1,28,-1.5

# Following part:
SMILES,Ba/F3 V617F tox,CHOP inh,BaF3 tox,RBBP9 inh,zfTRPN1 agonist,TRPML3 agonist,Wee1 degr inh,PPC-1+TRAIL kill,TNF necrop inh
O=C(N/N=C/c1ccc([N+](=O)[O-])cc1)c1cc(C2CC2)nc2ccccc12,2,42,2,1,1.1,0.1,-1,9,-9.0
COc1cc(/C=C/C(=O)Nc2nnc(C(C)(C)C)s2)cc(OC)c1OC,5,53,11,-12,3.1,0.7,1,23,1.0
OCCNc1nc(Nc2ccc(Br)cc2)nc2ccccc12,10,5,-7,-5,0.9,3.6,0,26,-2.9
COc1ccc(NC(=O)/C=C/c2c(Cl)nc3ccccn23)cc1,10,0,9,-6,0.6,-0.3,0,6,-2.3
CCOC(=O)C1(Cc2ccc(Cl)cc2)CCN(C(=O)C2=NNC(=O)CC2)CC1,-1,25,4,-10,0.1,0.4,-1,2,1.2
CC(O)Cn1c(=O)c2c(nc(Br)n2Cc2ccccc2)n(C)c1=O (stereo not given),1,-21,3,-11,0.9,0.4,-2,8,-2.0
COc1ccc(/C=N/NC(=O)c2ccn[nH]2)cc1COc1ccc(Cl)cc1Cl,-5,44,2,-43,-0.3,-0.3,2,1,-18
Cc1ccc(C2=NN=C(NC(=O)C(F)(F)F)SC2)cc1,4,25,8,1,-1.5,0.3,-2,20,-2.5
COC(=O)Nc1ccc(=O)n(Cc2c(Cl)cccc2Cl)c1,-5,-13,2,-7,-0.5,0.2,6,8,-3.4
CC(=O)C1C(=O)CC(C)(O)C(C(C)=O)C1c1ccccc1 (stereo not given),4,-4,2,-14,2.1,0.3,2,12,0.5
COc1cc(C2c3[nH]c4ccccc4c3CCN2Cc2cn(C)nc2C)ccc1F (stereo not given),5,-5,3,4,-1.4,0.5,-1,2,0.8
COc1ccc(CNC(=O)CSc2nc3cccnc3s2)cc1,-4,2,1,1,0.3,0.2,7,-12,0.5
Nc1cc(N)nc(SCc2cccnc2)n1,0,0,2,0,-1.1,1.0,0,12,0.3
Cc1ccsc1/C=N/N=C1\C(=O)Nc2ccccc21,3,-3,5,-4,2.6,0.5,1,16,-1.4
O=C(Nc1ccc2oc(=O)ccc2c1)c1cc2ccccc2o1,0,-34,3,7,0.3,0.5,5,22,-4.3
COc1ccc(N2CSC3=C(C#N)C(c4cc(OC)c(OC)cc4OC)CC(=O)N3C2)c(OC)c1 (stereo not given),2,-44,11,5,-0.2,0.4,-3,4,-4.0
Cc1ccc(Nc2nc3ccccc3o2)cc1F,-4,48,4,3,0.6,1.1,-1,5,4.4
O=C(CSc1nnc(-c2cccs2)n1-c1ccccc1)NCC1CCCO1 (stereo not given),4,48,3,5,-0.5,-0.4,0,18,-0.6
Nc1cc(=O)nc(SCC(=O)N(C2CCCCC2)C2CCCCC2)n1-c1ccccc1,0,10,4,-2,-0.6,-0.4,-2,6,-5.8
CCCCN1C(=O)CC(Nc2ccc(CC)cc2)C1=O (stereo not given),-4,-11,-2,-2,0.2,0.6,0,-5,6.1
CCOCc1nnc(NC(=O)c2cc(OC)cc(OC)c2)s1,2,-3,5,-4,-0.8,1.2,-2,-10,0.7
Cc1nc(C)n(CC(O)COc2ccc3c(c2)CCC3)n1 (stereo not given),4,-12,7,4,0.6,0.2,0,22,-1.5
COc1cc(CNCCO)ccc1OC1CCCC1,3,25,5,4,0.4,1.0,0,-21,0.0
O=C(O)CC(=O)Nc1ccc(Oc2ccc(C(F)(F)F)cn2)c(Cl)c1,0,-10,8,-9,0.9,0.1,9.2*,-4,0.1
O=C(Nc1cccc(O)c1)N1CCOCC1,0,2,1,-9,-0.9,0.8,3,25,0.5

# Next section.
SMILES,Ba/F3 V617F tox,CHOP inh,BaF3 tox,RBBP9 inh,zfTRPN1 agonist,TRPML3 agonist,Wee1 degr inh,PPC-1+TRAIL kill,TNF necrop inh
CC(C)(C)c1cc(C(=O)N2CCc3ccccc32)ccn1,3,31,0,-3,1.3,-0.4,-3,-18,-2.8
CN1CCN(c2ccc([N+](=O)[O-])cc2C(=O)c2ccc(Cl)cc2)CC1,-3,-25,4,-2,1.1,0.9,4,7,-13
CCOC(=O)C1CCN(C(=O)C2CCN(S(=O)(=O)CC)CC2)CC1,4,18,2,-6,1.8,0.5,1,18,-0.3
Cc1ccc(C)c(N2CCN(C(=O)CN3C(=O)c4ccccc4C3=O)CC2)c1,0,40,4,-9,7.5,2.6,-4,4,-4.8
Cc1nonc1C(=O)N/N=C/c1ccc(O)cc1,0,-33,5,-3,3.1,1.2,-3,-5,1.5
CCc1ccc2[nH]c(O)c(N=Nc3nc(-c4ccccc4)cs3)c2c1,-1,-13,2,-4,-0.5,0.4,9.7*,-9,0.6
CC1=C(C(=O)N2CCOCC2)C(c2cccc(C)c2)NC(=S)N1 (stereo not given),-2,2,4,-2,-1.1,0.7,-3,-3,2.2
CCOCCCN(CCC#N)S(=O)(=O)c1ccc(S(=O)(=O)N2CCCC2)cc1,-5,13,1,0,2.3,1.2,-1,1,1.1

# Rewritten field by field: part of the list above
> Cc1ccc(C)c(N2CCN(C(=O)CN3C(=O)c4ccccc4C3=O)CC2)c1
  Ba/F3 V617F tox = 0; CHOP inh = 40; BaF3 tox = 4; RBBP9 inh = -9; zfTRPN1 agonist = 7.5; TRPML3 agonist = 2.6; Wee1 degr inh = -4; PPC-1+TRAIL kill = 4; TNF necrop inh = -4.8

> Cc1nonc1C(=O)N/N=C/c1ccc(O)cc1
  Ba/F3 V617F tox = 0; CHOP inh = -33; BaF3 tox = 5; RBBP9 inh = -3; zfTRPN1 agonist = 3.1; TRPML3 agonist = 1.2; Wee1 degr inh = -3; PPC-1+TRAIL kill = -5; TNF necrop inh = 1.5

> CCc1ccc2[nH]c(O)c(N=Nc3nc(-c4ccccc4)cs3)c2c1
  Ba/F3 V617F tox = -1; CHOP inh = -13; BaF3 tox = 2; RBBP9 inh = -4; zfTRPN1 agonist = -0.5; TRPML3 agonist = 0.4; Wee1 degr inh = 9.7*; PPC-1+TRAIL kill = -9; TNF necrop inh = 0.6

> CC1=C(C(=O)N2CCOCC2)C(c2cccc(C)c2)NC(=S)N1 (stereo not given)
  Ba/F3 V617F tox = -2; CHOP inh = 2; BaF3 tox = 4; RBBP9 inh = -2; zfTRPN1 agonist = -1.1; TRPML3 agonist = 0.7; Wee1 degr inh = -3; PPC-1+TRAIL kill = -3; TNF necrop inh = 2.2

# Sorted by heavy-atom count (smallest number first): three of the compounds above.
SMILES,Ba/F3 V617F tox,CHOP inh,BaF3 tox,RBBP9 inh,zfTRPN1 agonist,TRPML3 agonist,Wee1 degr inh,PPC-1+TRAIL kill,TNF necrop inh
CN1CCN(c2ccc([N+](=O)[O-])cc2C(=O)c2ccc(Cl)cc2)CC1,-3,-25,4,-2,1.1,0.9,4,7,-13
O=C(CSc1nnc(-c2cccs2)n1-c1ccccc1)NCC1CCCO1 (stereo not given),4,48,3,5,-0.5,-0.4,0,18,-0.6
COc1cc(C2c3[nH]c4ccccc4c3CCN2Cc2cn(C)nc2C)ccc1F (stereo not given),5,-5,3,4,-1.4,0.5,-1,2,0.8
